Source: PubChem BioAssay
Pf growth 96h: P. falciparum growth inhibition at 96 hours; P. falciparum luciferase reporter growth, 96 h; Potency, µM (series often up to 28.7 µM), without a hit: at the top dose activity change, negative = inhibition, most hits filed as inhibitors; actives 6.9% (n = 320,000); AID 504834
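Cell-based qHTS: luciferase-tagged P. falciparum in erythrocytes (2% hematocrit, 0.05% parasitemia final) incubated with compounds for 96 hours, 37 C, 5% CO2; luciferase detection reagent then added and luminescence measured.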
LmPK inh: inhibitors of Leishmania mexicana pyruvate kinase; Q27686; purified LmPK, Kinase-Glo ATP luminescence, 1 h; Potency, µM (series often up to 57.5 µM), without a hit: top-dose activity change, negative = inhibition, usual class: inhibitors; actives 0.37% (n = 290,000); AID 1721
Target sequence (Q27686 whole entry, looked up): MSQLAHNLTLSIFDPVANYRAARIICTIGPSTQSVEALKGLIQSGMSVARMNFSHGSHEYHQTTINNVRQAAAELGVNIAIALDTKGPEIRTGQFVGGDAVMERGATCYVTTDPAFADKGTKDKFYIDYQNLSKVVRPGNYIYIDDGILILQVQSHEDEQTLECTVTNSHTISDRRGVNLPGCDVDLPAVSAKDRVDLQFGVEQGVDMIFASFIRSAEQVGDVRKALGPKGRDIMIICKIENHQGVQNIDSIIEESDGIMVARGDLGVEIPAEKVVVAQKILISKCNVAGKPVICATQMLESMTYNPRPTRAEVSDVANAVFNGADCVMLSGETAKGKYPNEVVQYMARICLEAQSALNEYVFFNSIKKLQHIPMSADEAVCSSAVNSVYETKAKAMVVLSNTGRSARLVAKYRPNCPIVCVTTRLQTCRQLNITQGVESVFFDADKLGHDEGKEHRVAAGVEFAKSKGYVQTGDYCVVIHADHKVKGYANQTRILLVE
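qHTS format; LmPK 0.1 nM; substrates PEP 0.5 mM and ADP 0.1 mM. One-hour room-temperature incubation, then coupled luciferase luminescence; 0.5 nM enzyme wells mark activation.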
Pf growth 48h: P. falciparum growth inhibition at 48 hours (one generation). actives 5.9% (n = 310,000). Potency, µM (titrated, usually from 28.7 µM), for inactives: top-dose activity change, negative = inhibition, most hits filed as inhibitors. P. falciparum luciferase growth in erythrocytes, 48 h
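Here the parasites carry a stable luciferase gene and grow inside erythrocytes in Albumax-based RPMI medium with compound for one erythrocytic cycle. Activity is scored as loss of luminescent signal.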
Tb PYK inh: blocks Trypanosoma brucei pyruvate kinase. TbPYK enzyme, Kinase-Glo Plus ATP luminescence, 45 min. Potency, µM (titrated, usually from 76.8 µM), inactives show at the highest dose activity, negative = inhibition, usual class: inhibitors. Q57TT1. actives 0.12% (n = 410,000); also: nearly all actives have a fitted effect of over 50% in size
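Luminescence from Kinase-Glo Plus, added after a 45-minute room-temperature reaction, served as the end-point read-out. The enzyme and substrate were preincubated with compound before ADP (130 uM final) initiated turnover. Concentration-effect curves came from normalized qHTS data.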
Sm TGR block: S. mansoni TGR enzyme inhibition. actives 3% (n = 360,000). Q962Y6. Potency, µM (doses to about 114 µM), for the others: at the top dose activity change, negative = inhibition, usual class: inhibitors. purified TGR, DTNB reduction, TNB absorbance 405 nm; also: nearly all actives have a fitted effect of over 60% in size
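TGR 20 nM + NADPH 100 uM (dispensed conc.), cpd preinc 15 min RT; start with NADPH (500 uM addition) then DTNB (15 mM addition). Kinetic TNB absorbance, 405 nm filter. Four-parameter Hill fit across titration.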
HCV inhibitor: inhibitors of hepatitis C virus infection; AID 651820; Huh7.5.1 HCVcc-Cre infection, luciferase reporter, 44 h; actives 3.4% (n = 340,000); Potency, µM (top dose mostly 41.8 µM), for inactives: top-dose activity change, negative = inhibition, hits mostly inhibitors
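Reporter virus HCVcc-Cre (~0.5 moi) infects cells exposed to compound; seeding density 1,000 cells/well with 4 h settling beforehand. Luminescence, 15 sec read, taken 44 h post-infection following a 15 min RT substrate incubation.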
Starred values were filed as active, the others as inactive; ? = inconclusive; . = no result given; [ ] = remark or other dose. Calls follow the shape of the dose curve; as a rule, active = well fitted curve in the direction sought with a large enough effect; inconclusive = small, poorly fitted or top-dose-only effect, or another doubt; inactive = no such curve, though single readings can be large; an effect the other way counts as inactive or inconclusive. % is scaled to controls: 0 for no effect and ±100 for the full control effect; potency is read from the fitted curve at half-maximal effect.

(1) CC1=C(C(=O)Nc2cccnc2)C(c2ccc(C(C)C)cc2)n2ncnc2N1 (stereo unspecified)
(2) CC(C)(C)[C@@H]1C=C(C(=O)O)O[C@H](OCc2ccc(CO)cc2)C1
(3) O=C(NC1CCCC1)C(c1cccnc1)N(Cc1ccc(F)cc1)C(=O)c1csnn1 (stereo unspecified)
(4) CN(C)c1ccc(NC2=C([N+](=O)[O-])CS(=O)(=O)C2)cc1
(5) O=C(NCc1ccc(F)cc1)C(c1ccc(Cl)cc1)N(C(=O)c1csnn1)C1CC1 (stereo unspecified)

screen / no.	1	2	3	4	5
Pf growth 96h	63%[activator]	-5%	11%	.	-18%
LmPK inh	-2%	3%	4%	3%	2%
Pf growth 48h	4%	-6%	0%	-4%	-8%
Tb PYK inh	-8%	-10%	-1%	3%	1%
Sm TGR block	1%	1%	4%	2.2µM*	-2%
HCV inhibitor	6%	6%	9%	?	6%

(6) CC(=O)Nc1ccc(S(=O)(=O)Nc2ccc3c(c2)OCCO3)cc1
(7) CCCCN1C(=O)C(=O)N(CC(=O)Nc2cc(Cl)ccc2OC)C1=O
(8) Nc1nc(-c2ccc3c(c2)CCCC3)cs1
(9) O=C(COC(=O)CCc1nc2ccccc2s1)Nc1ccc(Cl)cn1
(10) Fc1ccc(C2CCCN2Cc2nc(-c3cnccn3)no2)cc1 (stereo unspecified)

screen / no.	6	7	8	9	10
Pf growth 96h	-5%	?	346%[activator]	30%	-3%
LmPK inh	1%	.	-10%	0%	6%
Pf growth 48h	22%	24%	354%[activator]	16%	?
Tb PYK inh	-8%	5%	-10%	-2%	-3%
Sm TGR block	-28%	-8%	-8%	-7%	0%
HCV inhibitor	-19%	-1%	-16%	12%	18%

(11) Cc1ccc(C(=O)NCCc2nnc3ccc(SCC(=O)N4CCCC4)nn23)cc1
(12) COC(=O)c1cccc(NS(=O)(=O)c2ccc(OC)c(C(=O)N3CCOCC3)c2)c1C
(13) Cc1ccc(C(=O)N2CCN(c3ncc(C(F)(F)F)cc3Cl)CC2)s1
(14) CCCc1c(C)[nH]c2ccc(C(=O)O)cc2c1=S
(15) COc1ccccc1N(Cc1ccccc1)S(=O)(=O)c1cc(C(=O)O)ccc1Cl

screen / no.	11	12	13	14	15
Pf growth 96h	?	0%	-29%	-3%	-2%
LmPK inh	-8%	-4%	3%	-10%	6%
Pf growth 48h	-22%	9%	-3%	21%	16%
Tb PYK inh	-6%	1%	-1%	?	-2%
Sm TGR block	-7%	0%	4%	?	0%
HCV inhibitor	17%	5%	-26%	11%	?

(16) O=C(O)Cc1ccc(NC(=O)CCN2C(=O)c3ccc([N+](=O)[O-])cc3C2=O)cc1
(17) CN(CC(=O)Nn1cnnc1)S(=O)(=O)c1ccc(Br)cc1
(18) Cc1nnc2sc(COc3ccccc3)nn2c1=O
(19) Cc1ccc(O)c(C(=O)c2cnc3c(c2)COc2ccccc2-3)c1
(20) CCOC(=O)c1c(NC(=O)CSc2nc3ccccc3c(=O)n2-c2ccc(F)cc2)sc(C(C)=O)c1C

screen / no.	16	17	18	19	20
Pf growth 96h	75%[activator]	36%[activator]	?	?	3.3µM*
LmPK inh	2%	0%	7%	4%	2%
Pf growth 48h	15%	24%	?	4.1µM*	4.1µM*
Tb PYK inh	-2%	4%	10%	-2%	6%
Sm TGR block	-28%	7%	-3%	0%	3%
HCV inhibitor	13%	-3%	16%	10µM*	3%

(21) O=C(CN(C(=O)CNS(=O)(=O)c1ccccc1)c1ccc(Cl)cc1)NCC1CCCO1 (stereo unspecified)
(22) Cc1nn(-c2ccccc2)c(C)c1C(=O)NCc1cccs1
(23) CCC1CCc2sc(C(=O)NCC(c3ccc(OC)cc3)N3CCOCC3)cc2C1 (stereo unspecified)
(24) Cn1c(NC(=O)Cc2ccc(F)cc2)cc(=O)n(C)c1=O
(25) O=C(CN1CCCCC1)Nc1ccccc1NC(=O)CN1CCCCC1

screen / no.	21	22	23	24	25
Pf growth 96h	-3%	-3%	?	24%	63%[activator]
LmPK inh	2%	3%	.	-3%	5%
Pf growth 48h	17%	21%	12µM*	.	2%
Tb PYK inh	0%	-3%	-7%	3%	0%
Sm TGR block	1%	-5%	-3%	-2%	6%
HCV inhibitor	0%	1%	?	-4%	-14%

Record cards, as listed above.
Profile of `Cn1c(NC(=O)Cc2ccc(F)cc2)cc(=O)n(C)c1=O` → Pf growth 96h: 24%; LmPK inh: -3%; Pf growth 48h: .; Tb PYK inh: 3%; Sm TGR block: -2%; HCV inhibitor: -4%
Profile of `O=C(CN(C(=O)CNS(=O)(=O)c1ccccc1)c1ccc(Cl)cc1)NCC1CCCO1` (stereo unspecified) → Pf growth 96h: -3%; LmPK inh: 2%; Pf growth 48h: 17%; Tb PYK inh: 0%; Sm TGR block: 1%; HCV inhibitor: 0%

Later entries
(26) COc1ccc2c(CC(=O)OCC(=O)Nc3sc4c(c3C#N)CCC(C)C4)coc2c1 (stereo unspecified)
(27) Cc1ccc(NC(=O)c2cc(F)c(F)cc2Cl)nc1
(28) CC1CN(c2snnc2C=C2C(=O)OC(C)(C)OC2=O)CC(C)O1 (stereo unspecified)
(29) Cc1ccccc1NC(=O)C(C)c1cccc(C(=O)c2ccccc2)c1 (stereo unspecified)
(30) CCOc1ccc(NC(=O)C2CC(=O)N(CCc3ccc(OC)c(OC)c3)C2)cc1OCC (stereo unspecified)

screen / no.	26	27	28	29	30
Pf growth 96h	61%[activator]	28%	82%[activator]	129%[activator]	?
LmPK inh	7%	3%	3%	0%	.
Pf growth 48h	-8%	191%[activator]	-7%	-4%	?
Tb PYK inh	-3%	1%	-16%	-15%	-8%
Sm TGR block	-13%	15%	?	-4%	-14%
HCV inhibitor	4%	-14%	11%	-28%	-7%

(31) Cc1ccc(C(=O)c2cn(-c3ccc(F)c(Cl)c3)nn2)cc1
(32) O=S(=O)(CCSc1nc2ccccc2o1)Cc1ccccc1
(33) Cn1c(COc2ccc(Cl)cc2)nnc1SCC(=O)NC1CCCC1
(34) CC[n+]1c(/C=C/c2ccc(N(C)C)cc2)ccc2ccccc21
(35) O=C(NCCN1C(=O)S/C(=C\c2cccs2)C1=O)c1ccc(=O)[nH]c1

screen / no.	31	32	33	34	35
Pf growth 96h	71%[activator]	-20%	?	0.41µM*	29%
LmPK inh	0%	1%	-3%	?	0%
Pf growth 48h	53%[activator]	20%	2%	0.66µM*	-6%
Tb PYK inh	-6%	-2%	14%	?	.
Sm TGR block	9%	1%	14%	?	-2%
HCV inhibitor	6%	-3%	-4%	-20%[0.335 µM]	3%

(36) CCCNC(=O)CCCN1C(=O)c2ccccc2Sc2ncccc21
(37) COc1cc(SC)ccc1C(=O)Nc1ccc(OCC(=O)N2CCOCC2)cc1
(38) CCc1ccc(N2CC(C(=O)NCC(C)(C)N3CCOCC3)CC2=O)cc1 (stereo unspecified)
(39) CCCCN1C(=O)CCC(C(=O)O)C1c1ccc(OC)cc1 (stereo unspecified)
(40) Cc1cc(=O)[nH]c(N/N=C/c2ccc3c(c2)OCCO3)n1

screen / no.	36	37	38	39	40
Pf growth 96h	?	3%	7%	0%	79%[activator]
LmPK inh	3%	1%	.	-6%	-15%
Pf growth 48h	-8%	61%[activator]	2%	7%	-4%
Tb PYK inh	19%	7%	0%	-3%	-12%
Sm TGR block	-5%	-1%	-14%	-3%	40µM*
HCV inhibitor	-7%	-8%	18%	8%	12%

(41) CCOC(=O)Cc1c(Cl)c2ccccc2[nH]c1=O
(42) COC(=O)Cc1cc(=O)[nH]c(/N=C(\N)Nc2ccc(C)cc2C)n1
(43) O=C(Nc1ccccc1)c1ccc[nH]1
(44) CC#CCN1c2ccccc2[C@]23C[C@@H](C(=O)OC)N(C(=O)OCC)C2=NC(C(=O)OC)=C(C(=O)OC)[C@H]13
(45) Cc1cccc(C(C)n2nnc3ccccc32)c1O (stereo unspecified)

screen / no.	41	42	43	44	45
Pf growth 96h	4%	220%[activator]	65%[activator]	?	10µM*
LmPK inh	0%	-1%	-8%	-1%[11.5 µM]	.
Pf growth 48h	-2%	0%	28%	36%[activator]	15µM*
Tb PYK inh	-5%	-4%	-15%	0%	1%
Sm TGR block	.	-4%	-6%	-1%	0%
HCV inhibitor	8%	1%	-2%	0%	?

(46) Cc1cc(NC(=O)CC(C)C)c(=O)n(Cc2cccc(F)c2)c1
(47) CC(=O)CSc1nnc2cc(C)c3ccccc3n12
(48) CCNc1nc(NCC)nc(N/N=C/c2ccc([N+](=O)[O-])o2)n1
(49) COCc1c(C(=O)N2CCN(Cc3c(F)cccc3Cl)CC2)oc2ccccc12
(50) COc1ccc(S(=O)(=O)N(C)CC(=O)Nc2ccccc2C(F)(F)F)cc1

screen / no.	46	47	48	49	50
Pf growth 96h	?	-2%	4.1µM*	?	.
LmPK inh	5%	4%	4%	9%	2%
Pf growth 48h	?	19%	.	-3%	-18%
Tb PYK inh	-2%	0%	0%	-4%	2%
Sm TGR block	?	5%	-29%	1%	7%
HCV inhibitor	-2%	-13%	-28%	?	-3%

(51) Cc1ccc(CSc2nnc(-c3cccs3)n2C)cc1
(52) Cc1noc(C)c1COc1ccccc1C(=O)NNC(=O)c1ccc(F)cc1
(53) CCOc1ccc(N2CC(C(=O)Nc3cccc(C)c3C)CC2=O)cc1 (stereo unspecified)
(54) O=C(O)c1ccc(Cl)c(S(=O)(=O)Nc2cccc(C(=O)Nc3cccc(C(F)(F)F)c3)c2)c1
(55) Clc1ccc(-c2nc3ccccc3[nH]2)cn1

screen / no.	51	52	53	54	55
Pf growth 96h	16%	0%	-11%	10µM*	7%
LmPK inh	3%	.	-1%	2%	25µM*
Pf growth 48h	12µM*	-16%	3%	7%	38%[activator]
Tb PYK inh	-17%	4%	-1%	3%	-9%
Sm TGR block	1%	2%	15%	0%	9%
HCV inhibitor	7%	13%	1%	-16%	-9%

(56) CC(=O)Nc1cccc(NC(=O)C2CC(=O)N(C3CCCCC3)C2)c1 (stereo unspecified)
(57) Cc1ccc(C(C)C)c(OCc2ccc(C(=O)N/N=C/c3ccc(O)cc3O)cc2)c1
(58) O=C(NCC1(O)CCCCC1)C1CCC(=O)N(Cc2cccc(C(F)(F)F)c2)C1 (stereo unspecified)
(59) COc1cc(/C=C2/S/C(=N/S(=O)(=O)c3ccccc3)NC2=O)c([N+](=O)[O-])cc1OC
(60) COc1ccccc1C1/C(=C(/O)c2ccc(C)cc2)C(=O)C(=O)N1CCN1CCOCC1 (stereo unspecified)
(61) Cc1cccc(CN2CCN(C(=O)Cc3ccccc3)CC2)c1
(62) O=c1cc(CN2CCN(c3ccccc3O)CC2)nc2sccn12
(63) O=C(CN1CCN(c2ccccn2)CC1)Nc1ccc(Cl)c(C(F)(F)F)c1

screen / no.	56	57	58	59	60	61	62	63
Pf growth 96h	17%	?	?	-25%	-20%	?	?	25%
LmPK inh	-10%	0%	3%	-1%	1%	-3%	1%	0%
Pf growth 48h	11%	2.6µM*	13%	.	11%	?	.	73%[activator]
Tb PYK inh	-21%	-5%	3%	2%	-3%	6%	2%	-9%
Sm TGR block	-3%	1%	2%	-13%	-22%	-20%	-21%	0%
HCV inhibitor	-9%	3.2µM*	15%	0%	28%	2%	-12%	20%

Sorted by SMILES length (rising): some entries from above.
(45) Cc1cccc(C(C)n2nnc3ccccc32)c1O (stereo unspecified)
(12) COC(=O)c1cccc(NS(=O)(=O)c2ccc(OC)c(C(=O)N3CCOCC3)c2)c1C
(54) O=C(O)c1ccc(Cl)c(S(=O)(=O)Nc2cccc(C(=O)Nc3cccc(C(F)(F)F)c3)c2)c1

screen / no.	45	12	54
Pf growth 96h	10µM*	0%	10µM*
LmPK inh	.	-4%	2%
Pf growth 48h	15µM*	9%	7%
Tb PYK inh	1%	1%	3%
Sm TGR block	0%	0%	0%
HCV inhibitor	?	5%	-16%
